# From PubChem BioAssay
# Tb PGK inh: qHTS Assay to Find Inhibitors of Phosphoglycerate Kinase. 380,000 tested, 0.043% active. Potency, µM (series often up to 57.5 µM), inactives show at the top dose activity change, negative = inhibition, most hits filed as inhibitors. PGK/GAPDH coupled, Kinase-Glo luminescence, 60 min. Phosphoglycerate kinase, glycosomal (Trypanosoma brucei brucei), P07378; also: potency is read from the fitted curve at half-maximal effect; % is scaled to controls: 0 for no effect and ±100 for the full control effect; nearly all actives have a fitted effect of over 60% in size
#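 Luminescent ATP detection (Kinase-Glo Plus) follows a 60-minute room-temperature incubation, with wells lacking PGK as controls. Buffer: 100 mM TEA (pH 7.6), 5 mM MgCl2, 0.01% Tween-20. Coupling enzyme GAPDH (100 nM final) supplies unstable 1,3-BPG in-well.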
# PI4K2A block: qHTS for small molecular inhibitors of PI4K2A | 420,000 tested, 0.13% active | Phosphatidylinositol 4-kinase type 2-alpha (Homo sapiens), Q9BTU6 | AID 1346378, 2018 | purified PI4K2A, ADP-Glo luminescence, 1 h; hits give low values | activity change, negative = inhibition, % at 76.9 µM; in the data active = activity change below about -50%; inconclusive = mostly about -30% to -49%;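 also: -100% = wells without enzyme as full effect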
# Target sequence (Q9BTU6 whole entry, looked up): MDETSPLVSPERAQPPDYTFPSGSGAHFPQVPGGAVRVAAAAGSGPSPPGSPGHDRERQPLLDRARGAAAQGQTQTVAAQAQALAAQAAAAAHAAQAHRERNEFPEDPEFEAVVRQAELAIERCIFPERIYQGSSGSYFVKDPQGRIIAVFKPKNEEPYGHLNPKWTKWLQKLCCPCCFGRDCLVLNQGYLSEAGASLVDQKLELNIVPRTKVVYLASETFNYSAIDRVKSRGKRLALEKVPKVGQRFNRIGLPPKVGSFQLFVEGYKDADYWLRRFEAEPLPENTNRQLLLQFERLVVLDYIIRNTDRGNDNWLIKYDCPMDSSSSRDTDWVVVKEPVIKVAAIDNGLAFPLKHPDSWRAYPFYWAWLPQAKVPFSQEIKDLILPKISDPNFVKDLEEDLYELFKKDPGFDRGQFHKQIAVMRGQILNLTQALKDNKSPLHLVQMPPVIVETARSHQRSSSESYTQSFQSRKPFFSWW
#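 In this quantitative HTS, ADP production by PI4K2A was quantified luminescently after 1 h at ambient temperature; 100 microM adenosine served as plate-quality control.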
# HP1b binding inh: HTS for Inhibitors of HP1-beta Chromodomain Interactions with Methylated Histone Tails. 390,000 tested, 0.56% active. Potency, µM (top dose mostly 114 µM), inactives show at the top dose activity change, negative = inhibition, usual class: inhibitors. AID 540317, 2011. AlphaScreen HP1-beta / biotin-H3K9me3 peptide binding. Chromobox protein homolog 1 (Homo sapiens), P83916; also: potency is read from the fitted curve at half-maximal effect; nearly all actives have a fitted effect of over 70% in size; inactives centre near 23
#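 HP1-beta protein (50 nM final) preincubated 30 min at room temperature with biotinylated H3(1-18)K9me3 peptide (50 nM) in PBS pH 7.4, 0.01% Tween-20, then compound added for 30 min. AlphaScreen streptavidin donor/nickel chelate acceptor beads (10 ug/mL final), 30 min dark, luminescence read.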
# Pin1 inhibitor: qHTS Assay to Find Inhibitors of Pin1. Peptidyl-prolyl cis-trans isomerase NIMA-interacting 1 (Homo sapiens), Q13526. 390,000 tested, 0.009% active. Pin1 FP peptide displacement, HiFluor488, 10 min. Potency, µM (series often up to 115 µM), for inactives: at the top dose activity, negative = inhibition, actives largely listed as inhibitors. AID 504891, 2011; active = well fitted inhibition curve with a large enough effect in the polarisation, with a control signal flat, not every such curve was filed as active; inconclusive = small, poorly fitted or top-dose-only effect, or effect the other way, or a change in a side signal; inactive = no such curve, though single readings can be large or run the other way; the % refers to the polarisation; also: potency is read from the fitted curve at half-maximal effect; % is scaled to controls: 0 for no effect and ±100 for the full control effect
# Target sequence (Q13526 whole entry, looked up): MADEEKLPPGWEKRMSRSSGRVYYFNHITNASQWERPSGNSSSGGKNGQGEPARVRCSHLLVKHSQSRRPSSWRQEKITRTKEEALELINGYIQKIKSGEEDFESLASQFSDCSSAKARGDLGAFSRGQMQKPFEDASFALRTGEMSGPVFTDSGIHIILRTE
# POLH inh: qHTS for Inhibitors of Polymerase Eta; recombinant Pol eta, fluorescent DNA replication assay; Potency, µM (top dose mostly 114 µM), inactives show at the top dose activity change, negative = inhibition, most hits filed as inhibitors; 390,000 tested, 1.2% active; also: potency is read from the fitted curve at half-maximal effect; % is scaled to controls: 0 for no effect and ±100 for the full control effect
#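 Fluorescent replication assay: 50 nM final substrate added after a 15 min room-temperature compound preincubation with 10 nM enzyme. Signal taken at 0 min and again at 10 min.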
# G9a inh: qHTS Assay for Inhibitors of Histone Lysine Methyltransferase G9a; Histone-lysine N-methyltransferase EHMT2 (Homo sapiens), Q96KQ7; G9a H3K9 monomethylation, AlphaScreen, 2 h; Potency, µM (series often up to 102 µM), without a hit: at the top dose activity, negative = inhibition, actives largely listed as inhibitors; 350,000 tested, 8.8% active; also: potency is read from the fitted curve at half-maximal effect; % is scaled to controls: 0 for no effect and ±100 for the full control effect; nearly all actives have a fitted effect of over 75% in size
# Target sequence (Q96KQ7 913-1193 limits assumed): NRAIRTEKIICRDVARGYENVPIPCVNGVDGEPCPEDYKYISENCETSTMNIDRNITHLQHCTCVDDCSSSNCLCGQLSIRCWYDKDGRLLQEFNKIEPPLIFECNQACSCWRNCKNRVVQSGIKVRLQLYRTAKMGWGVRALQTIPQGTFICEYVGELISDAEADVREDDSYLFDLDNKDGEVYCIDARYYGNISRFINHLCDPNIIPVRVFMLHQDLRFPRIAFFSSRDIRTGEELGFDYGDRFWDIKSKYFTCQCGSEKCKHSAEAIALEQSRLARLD
#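 Enzyme 20 nM + cpd, 15 min RT; add b-H3K9 pep 500 nM / SAM 20 uM; 2 h RT; anti-H3K9me1 Ab 0.5 ug/mL + SA donor / anti-rabbit acceptor beads 20 ug/mL each, 10 min; AlphaScreen read.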
# JMJD2A Tudor: qHTS Assay for Inhibitors of JMJD2A-Tudor Domain; Lysine-specific demethylase 4A (Homo sapiens), O75164; AlphaScreen JMJD2A-Tudor / H3K4me3 peptide binding; Potency, µM (series often up to 114 µM), for the others: at the top dose activity change, negative = inhibition, actives largely listed as inhibitors; 390,000 tested, 4.4% active; also: potency is read from the fitted curve at half-maximal effect; % is scaled to controls: 0 for no effect and ±100 for the full control effect; nearly all actives have a fitted effect of over 50% in size
# GLS inh: qHTS for Inhibitors of Glutaminase (GLS). Glutaminase kidney isoform, mitochondrial (Homo sapiens), O94925. GLS enzymatic activity, qHTS titration. Potency, µM (titrated, usually from 45.5 µM), for inactives: top-dose activity change, negative = inhibition, most hits filed as inhibitors. 410,000 tested, 0.21% active. AID 624170, 2012; also: potency is read from the fitted curve at half-maximal effect; % is scaled to controls: 0 for no effect and ±100 for the full control effect
#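 hKGA in 45 mM KH2PO4 pH 8.2, 0.02% Tween-20 with pin-transferred compounds; 1 mM L-glutamine (stock) plus glutamate oxidase/HRP/Amplex Red coupling added. Fluorescence read initially and after 30 min at RT.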
# BAZ2B inh: qHTS Assay for Inhibitors of BAZ2B; AID 504333, 2011; AlphaScreen BAZ2B-H3K14Ac peptide displacement; Bromodomain adjacent to zinc finger domain protein 2B (Homo sapiens), Q9UIF8; Potency, µM (titrated, usually from 114 µM), for inactives: top-dose activity change, negative = inhibition, usual class: inhibitors; 360,000 tested, 4.4% active; also: potency is read from the fitted curve at half-maximal effect; % is scaled to controls: 0 for no effect and ±100 for the full control effect; nearly all actives have a fitted effect of over 60% in size
#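 In this displacement format the biotinylated H3(5-23) peptide acetylated at Lys14 serves as ligand at 50 nM, with BAZ2B at 50 nM in PBS pH 7.4 containing 0.01% Tween-20. Donor and acceptor beads are 10 ug/mL final.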
# * marks the source's active call; other numbers are inactive results; i = inactive; ? = inconclusive; . = no result given; [ ] = dose if it differs, or a comment. Unless noted, calls follow the shape of the dose curve; as a rule, active = well fitted curve in the direction sought with a large enough effect; inconclusive = small, poorly fitted or top-dose-only effect, or another doubt; inactive = no such curve, though single readings can be large; an effect the other way counts as inactive or inconclusive. An excerpt (hit frequency here may not be typical).
structure	Tb PGK inh	PI4K2A block	HP1b binding inh	Pin1 inhibitor	POLH inh	G9a inh	JMJD2A Tudor	GLS inh	BAZ2B inh
Cc1cc2c(cc(C(=O)N3CCC(C(=O)N4CCCC4)CC3)n2Cc2c(F)cccc2Cl)o1	-9%	1	-23%	2%	-10%	50µM*	56µM*	4%	?
COc1ccc(OC)c(CCNC(=O)CN2C(=O)CCSc3ccccc32)c1	i	7	52%[activator]	-3%	-17%	2%	-25%	6%	-19%
Nc1ncc2[nH]c(N)nc2n1	-8%	-6	-3%	-2%	-6%	.	-12%	29%	.
O=C(O)c1ccc(N2CC3CC(C2)c2cccc(=O)n2C3)c(NS(=O)(=O)c2cccc(C(F)(F)F)c2)c1 (centres undefined)	-3%	-4	35%	0%	-7%	-35%	-8%	9%	3%
O=C(N/N=C/c1ccccc1F)c1ccccc1OCc1ccccc1	-1%	2	19%	7%	-12%	-1%	1%	0%	3%
CCN1C(=O)c2cccc3c(S(=O)(=O)NCCCN4CCOCC4)ccc1c23	-7%	5	57%[activator]	-2%	-19%	-11%	-4%	-15%	6%
CC(=O)c1cccc(NC(=O)CSc2nnc(-c3ccncc3)o2)c1	-6%	1	22%	0%	-3%	17%[12.7 µM]	8%	-3%	-2%
C=CCOC(=O)C1=C[C@@H](c2coc3ccccc3c2=O)C[C@@H](OCCCCO)O1	0%	-2	7%	?	-4%	.	-9%	19%	.
CCN1CCN(C(=O)C(=O)c2cn(CC(=O)N3CCCCCC3)c3ccccc23)CC1	4%	3	3%	2%	-7%	50µM*	-18%	2%	-14%
CCC(NS(=O)(=O)c1ccc(C)cc1)C(=O)N1CCOCCOCCOCCOCC1 (centres undefined)	i	-2	28%	1%	-23%	18%	3%	-5%	-1%

# Three compounds from above, showing only Pin1 inhibitor:
Compound	Pin1 inhibitor
C=CCOC(=O)C1=C[C@@H](c2coc3ccccc3c2=O)C[C@@H](OCCCCO)O1	?
CCN1CCN(C(=O)C(=O)c2cn(CC(=O)N3CCCCCC3)c3ccccc23)CC1	2%
CCC(NS(=O)(=O)c1ccc(C)cc1)C(=O)N1CCOCCOCCOCCOCC1 (centres undefined)	1%

# More records follow.
structure	Tb PGK inh	PI4K2A block	HP1b binding inh	Pin1 inhibitor	POLH inh	G9a inh	JMJD2A Tudor	GLS inh	BAZ2B inh
O=C(c1ccco1)N1N=C(c2ccc(Cl)cc2)CC1(O)C(F)(F)F (centres undefined)	-3%	2	43%[activator]	0%	-20%	6%	-8%	-1%	-4%
C=CCN1C(=O)C(CC(=O)NCC)SC1=Nc1ccccc1OC (centres undefined)	i	5	34%	7%	-10%	-10%	4%	0%	-15%
CCOC(=O)N1CCC(NC(=O)c2cnn(-c3ccc(F)cc3F)c2C2CCN(C(=O)OC(C)(C)C)CC2)CC1	12%	-2	51%[activator]	-1%	-4%	-4%[59 µM]	-17%	8%	12%[57.1 µM]
Cc1ccc(C(=O)CC2(O)C(=O)N(C)c3ccccc32)o1 (centres undefined)	2%	3	41%[activator]	-4%	-14%	50µM*	-21%	1%	0%
Clc1ccc(-n2nnc(-c3ncc[nH]3)n2)cc1Cl	-9%	-3	26%	1%	-3%	.	-23%	5%	.
O=[N+]([O-])c1cccc(S(=O)(=O)Nc2ccc(Cc3ccncc3)cc2)c1	-4%	-5	20%	3%	-11%	?	-28%	11%	-28%
O=c1c2c3c(sc2nc2n1CCC2)CCC3	-1%	9	41%[activator]	0%	12%	5%[59 µM]	-14%	-4%	-1%
O=C(CSc1ncnc2sccc12)Nc1ccccc1F	-1%	1	16%	6%	-7%	-31%	-14%	3%	.
O=C(COC(=O)CNC(=O)c1ccc2c(c1)OCO2)Nc1ncc(Cl)cc1Cl	-11%	1	24%	-5%	-20%	-5%	-18%	8%	-11%
Cc1c(C(=O)Nc2nnc(C3CC3)s2)oc2ccccc12	-5%	-13	34%	1%	-9%	17%[12.7 µM]	-20%	3%	3%

# More structures follow:
structure	Tb PGK inh	PI4K2A block	HP1b binding inh	Pin1 inhibitor	POLH inh	G9a inh	JMJD2A Tudor	GLS inh	BAZ2B inh
COCCCn1c(SCC(=O)NC2CCCCC2)nc2ccccc2c1=O	-8%	-1	6%	-1%	?	28%	-13%	6%	3%
COc1ccc(CNC(=O)c2noc3c2CCCCC3)cc1	-3%	-1	38%	6%	-18%	11%[12.7 µM]	-4%	-6%	-4%
CC(C)=C[C@H]1C[C@H](C)[C@H]2CC[C@H](C)c3c(O[C@@H]4OC[C@@H](O)[C@H](O)C4O)c(O)c(C)c1c32 (some centres undefined)	-7%	-3	-18%	?	-19%	.	?	1%	.
COC(=O)C1=C(CN2CCSCC2)NC(=O)NC1c1cc(C)ccc1C (centres undefined)	2%	-6	31%	-11%	-21%	-22%[59 µM]	-9%	-1%	6%
O=C(O)c1ccccc1SCCS(=O)(=O)c1ccc(Cl)cc1Cl	-2%	10	39%	-2%	-11%	5%[0.501 µM]	7%	-3%	-4%
N#Cc1cc(-c2ccccc2)cnc1Sc1ccc(Cl)cc1	-1%	4	156%[activator]	22%	-10%	242%[activator]	77%[activator]	1%	70%[activator]
COc1cc(/C=N/NC(N)=O)ccc1OCC(=O)N1C(C)CCCC1C (centres undefined)	i	7	7%	-6%	-1%	17%	-6%[57.1 µM]	-11%	-7%
COc1ccc(Cn2c(C3CCCCC3)nc3c(c(=O)c4ccccc4n3C)c2=O)cc1	-3%	2	39%[activator]	27%	?	-5%[59 µM]	-30%	-27%	?
Nc1ccc2c(c1)C(=O)c1ccc(N)cc1-2	-4%	4	?	-7%	-19%	.	?	-12%	.
COc1cc(CNc2ccc(N3CCOCC3)cc2)cc(Br)c1OC	-11%	-10	?	-13%	-9%	18µM*	40µM*	16%	40µM*

# (more compounds)
structure	Tb PGK inh	PI4K2A block	HP1b binding inh	Pin1 inhibitor	POLH inh	G9a inh	JMJD2A Tudor	GLS inh	BAZ2B inh
C=CCNC(=O)CN1C(=O)C2C3c4ccccc4C(c4ccccc43)C2C1=O (centres undefined)	-8%	0	49%[activator]	-11%	-2%	37%	-9%	?	2%
O=C(/C=C/c1ccccc1Cl)N1CCCN(C(=O)/C=C/c2ccccc2Cl)CC1	i	2	10%	17%	-12%	7%[59 µM]	-21%	-10%	0%
[N-]=[N+]=NC[C@H](Cc1ccccc1)N1CC[C@@H](NC(=O)OCc2ccccc2)CCC1=O	i	1	18%	-2%	-5%	16%	-28%	-4%	-8%
Cc1ccc(N2C(=O)N(CC(=O)Nc3ccc(C)c(C)c3[N+](=O)[O-])C(=O)C2C)cc1 (centres undefined)	0%	1	17%	-1%	-17%	-4%	-3%	-5%	-19%
CCOC(=O)Cc1csc(NC(=O)c2ccc(C)c(S(=O)(=O)N3CCOCC3)c2)n1	0%	0	27%	?	2%	-16%[59 µM]	-13%	0%	-1%
O=C(Cc1csc2ccccc12)NCc1cccc(Br)c1	-2%	-3	41%[activator]	-5%	-6%	12%[59 µM]	-8%	-2%	10%
COc1cccc(C(=O)Nc2ccc3nc(SCCOc4ccccc4)sc3c2)c1	-1%	-1	39%	26%	-3%	6%[59 µM]	-12%	-8%	3%
C=CCCCCCCCCc1nc(=S)[nH][nH]1	-3%	-1	20%	1%	-12%	1%[12.7 µM]	-2%	-10%	7%
Cc1ccc(CSC2=Nc3ccccc3C3=NC(CC(=O)NCc4ccc5c(c4)OCO5)C(=O)N23)cc1 (centres undefined)	-5%	3	27%	28%	-15%	-32%[59 µM]	-21%	2%	-20%
COc1ccc(S(=O)(=O)N2CCC(O)(c3ccc(Cl)cc3)CC2)cc1OC	-8%	15	26%	4%	-23%	8%	-8%	1%	-2%

# Reprinted at random: 4 compounds from above
structure	Tb PGK inh	PI4K2A block	HP1b binding inh	Pin1 inhibitor	POLH inh	G9a inh	JMJD2A Tudor	GLS inh	BAZ2B inh
Cc1ccc(N2C(=O)N(CC(=O)Nc3ccc(C)c(C)c3[N+](=O)[O-])C(=O)C2C)cc1 (centres undefined)	0%	1	17%	-1%	-17%	-4%	-3%	-5%	-19%
COc1cccc(C(=O)Nc2ccc3nc(SCCOc4ccccc4)sc3c2)c1	-1%	-1	39%	26%	-3%	6%[59 µM]	-12%	-8%	3%
Cc1ccc(CSC2=Nc3ccccc3C3=NC(CC(=O)NCc4ccc5c(c4)OCO5)C(=O)N23)cc1 (centres undefined)	-5%	3	27%	28%	-15%	-32%[59 µM]	-21%	2%	-20%
C=CCNC(=O)CN1C(=O)C2C3c4ccccc4C(c4ccccc43)C2C1=O (centres undefined)	-8%	0	49%[activator]	-11%	-2%	37%	-9%	?	2%
